Compound activity deposited in PubChem by National Center for Advancing Translational Sciences (NCATS).
FLuc inh: inhibitors of firefly (Photinus pyralis) luciferase; P08659; purified P. pyralis luciferase, luminescence, biochemical; Potency, µM (highest dose often 115 µM), for inactives: at the top dose activity change, negative = inhibition, usual class: inhibitors; actives 2.5% (n = 76,000); further: potency means the concentration at half of the fitted maximal effect; nearly all actives have a fitted effect of over 65% in size
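Cell-free enzyme assay, 10nM P. pyralis luciferase, luciferin and ATP each at 10uM. Inhibition profiled over a 6-point titration, read as luminescence.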
SNCA expr inh: inhibitors of alpha-synuclein (SNCA) gene expression; Potency, µM (top dose mostly 57.2 µM), for the others: at the top dose activity change, negative = inhibition, most hits filed as inhibitors; actives 0.17% (n = 140,000); HEK-293 SNCA-luciferase knock-in, luminescence, 24 h;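 further: potency means the concentration at half of the fitted maximal effect; plate controls were DMSO cells for no effect and cell-free wells for full effect; nearly all actives have a fitted effect of over 45% in size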
HEK293 tox: HEK 293 cell cytotoxicity; Potency, µM (doses to about 115 µM), inactives show at the top dose activity change, negative = cytotoxicity, actives largely listed as inhibitors; actives 6.6% (n = 94,000); HEK 293 viability, ATP luminescence (CellTiter-Glo), 48-72 h; AID 1345083; further: potency means the concentration at half of the fitted maximal effect; nearly all actives have a fitted effect of over 60% in size
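250 HEK 293 cells/well; compound by pintool; incubated 48 or 72 hr at 37 degree Celsius; CellTiter-Glo added, 10 min RT, luminescence imaged.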
IP6K1 inhibitor: blocks human inositol hexakisphosphate kinase 1; activity change, % (series mostly up to about 58 µM); IP6K1 kinase, ADP-Glo luminescence, 2 h; active compounds read low; AID 1645851; actives 0.81% (n = 140,000); in the data active means activity change below about -25%
Target sequence (Q92551 whole entry, looked up): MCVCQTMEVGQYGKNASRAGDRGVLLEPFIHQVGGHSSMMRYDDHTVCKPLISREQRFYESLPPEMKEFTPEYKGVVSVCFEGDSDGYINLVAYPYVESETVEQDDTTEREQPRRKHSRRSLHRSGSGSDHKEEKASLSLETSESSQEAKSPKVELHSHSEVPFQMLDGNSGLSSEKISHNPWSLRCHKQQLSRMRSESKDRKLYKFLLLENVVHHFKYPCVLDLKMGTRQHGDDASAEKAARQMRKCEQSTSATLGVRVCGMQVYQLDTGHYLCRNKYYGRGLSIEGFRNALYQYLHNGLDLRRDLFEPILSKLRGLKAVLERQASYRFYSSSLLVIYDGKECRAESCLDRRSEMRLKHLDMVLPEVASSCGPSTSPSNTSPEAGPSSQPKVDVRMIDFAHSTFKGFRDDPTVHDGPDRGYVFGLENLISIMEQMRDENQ
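ADP-Glo luminescence measures ADP made by human IP6K1 during a 2 h RT reaction with ATP/IP6 (mix at 1.3 mM/130 uM); top library doses 57.5 and 19.1 uM final.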
HEK293 viab: cell viability loss counter-screen; AID 1671193; actives 0.12% (n = 150,000); Potency, µM (series often up to 57.1 µM), without a hit: top-dose activity change, negative = cytotoxicity, actives largely listed as cytotoxic; HEK-293-SNCA-luc viability, GF-AFC fluorescence, 24 h;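 further: potency means the concentration at half of the fitted maximal effect; 0% = DMSO-treated cells and -100% = medium-only wells without cells; nearly all actives have a fitted effect of over 30% in size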
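Cytotoxicity counterscreen: after 24 h compound treatment of genome-edited SNCA-luciferase HEK-293 cells, live-cell protease substrate GF-AFC read by fluorescence after 30 min; activity scaled between DMSO (0%) and medium-only (-100%), curves Hill-fitted.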
GPT2 inh: GPT2 alanine aminotransferase inhibition | Q8TD30 | Recombinant GPT2, coupled pyruvate oxidase/HRP Amplex Red fluorescence | actives 0.25% (n = 100,000) | AID 1671188 | Potency, µM (doses to about 57.7 µM), for the others: top-dose activity change, negative = inhibition, hits mostly inhibitors; further: potency means the concentration at half of the fitted maximal effect; nearly all actives have a fitted effect of over 60% in size; many of its hits are not listed in these tables
Target sequence (Q8TD30 whole entry, looked up): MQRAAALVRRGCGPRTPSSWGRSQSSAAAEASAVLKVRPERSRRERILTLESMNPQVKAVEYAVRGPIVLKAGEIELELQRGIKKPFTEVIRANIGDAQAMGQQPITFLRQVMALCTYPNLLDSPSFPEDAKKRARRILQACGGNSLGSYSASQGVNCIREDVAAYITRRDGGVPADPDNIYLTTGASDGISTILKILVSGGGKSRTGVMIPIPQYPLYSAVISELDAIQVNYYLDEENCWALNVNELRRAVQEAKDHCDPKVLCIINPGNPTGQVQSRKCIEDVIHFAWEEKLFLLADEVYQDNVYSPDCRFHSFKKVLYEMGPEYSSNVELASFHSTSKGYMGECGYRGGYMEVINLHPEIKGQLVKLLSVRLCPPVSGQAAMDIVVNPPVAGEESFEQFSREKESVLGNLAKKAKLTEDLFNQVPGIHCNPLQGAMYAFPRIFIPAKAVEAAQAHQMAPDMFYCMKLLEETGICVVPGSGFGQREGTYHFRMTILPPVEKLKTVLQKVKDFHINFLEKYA
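Fluorescence read-out: pyruvate from GPT2 turnover coupled to pyruvate oxidase, HRP and Amplex Red (0.2mM ThPP, 0.2U/mL PO and HRP, 50uM Amplex final). Substrates 250uM a-KG, 2mM L-alanine; enzyme 10ng/uL; 30 min RT.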
3T3 cytotox: NIH 3T3 cell cytotoxicity | NIH 3T3 viability, CellTiter-Glo ATP luminescence, 48-72 h | Potency, µM (doses to about 96.7 µM), inactives show top-dose activity change, negative = cytotoxicity, usual class: inhibitors | actives 4.3% (n = 94,000) | AID 1345082; further: potency means the concentration at half of the fitted maximal effect; nearly all actives have a fitted effect of over 55% in size
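Cytotoxicity is measured as loss of cellular ATP: NIH 3T3 cells (400/well) are exposed to compound for 48 or 72 hr at 37 °C, then CellTiter-Glo luminescence is imaged after 10 min at room temperature.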
* marks the source's active call; other numbers are inactive results; & = joins results of further samples; [ ] = dose if it differs, or a comment. Unless noted, the call rests on the fitted dose curve; in most records, active means well fitted curve in the direction sought with a large enough effect; inconclusive means small, poorly fitted or top-dose-only effect, or another doubt; inactive means no such curve, though single readings can be large; an effect the other way counts as inactive or inconclusive. Unless noted, on the % scale 0 is the no-effect control and ±100 the full control effect. Some of the compounds tested, so the mix of outcomes need not match the whole.

`CCC(=O)N1CCc2oc(C)c(C(=O)N(C)C)c2C1` gave FLuc inh -3%, SNCA expr inh -1%, HEK293 tox 1%, IP6K1 inhibitor 2, HEK293 viab -1%, GPT2 inh inactive and 3T3 cytotox 1%.
CCC[C@H]1CN(C(=O)c2cccc(N3CCOCC3)c2)C[C@@H]1N was read as FLuc inh -2%, SNCA expr inh inconclusive, HEK293 tox -6%, IP6K1 inhibitor 12, HEK293 viab -8%, GPT2 inh inconclusive and 3T3 cytotox -22%.
`CNC(=O)[C@@H]1CN(C(=O)C2CC=CC2)C[C@H]1CO` gave FLuc inh 2%, SNCA expr inh 7%, HEK293 tox 0%, IP6K1 inhibitor 15, HEK293 viab 4%, GPT2 inh inactive and 3T3 cytotox 1%.
`CC(=O)NC[C@H]1OC[C@@H](NCC(C)(C)C)[C@@H]1O` gave FLuc inh -1%[230 µM], SNCA expr inh inconclusive, HEK293 tox 4%[230 µM], IP6K1 inhibitor 10, HEK293 viab 1%[87.6 µM], GPT2 inh -2%[88.5 µM] and 3T3 cytotox -2%[174 µM].
`COc1ccc(NC(=O)Cn2c(C)cc3nc4n(c(=O)c32)CCCCC4)cc1Cl` gave FLuc inh 7%, SNCA expr inh 2%, HEK293 tox inconclusive, IP6K1 inhibitor -5, HEK293 viab -1%, GPT2 inh inactive and 3T3 cytotox inconclusive.
`COC(=O)c1ccc(C(=O)OC)c(NC(=O)c2cnn3c(C(F)F)cc(-c4ccc(C)cc4)nc23)c1` gave SNCA expr inh 24%, IP6K1 inhibitor -5 and HEK293 viab 15%.
Screening CCOc1ccccc1N(C)C(=O)c1cc(S(=O)(=O)NCc2ccc(C)cc2)ccc1F returned SNCA expr inh inconclusive, IP6K1 inhibitor 36 and HEK293 viab -21%.
CCOC(=O)c1cccc(NC(=O)CSc2ncc3c(n2)-c2ccccc2N(C)S3(=O)=O)c1 was read as SNCA expr inh 51%[activator], IP6K1 inhibitor 26 and HEK293 viab -7%.
`COc1cccc(C(=O)N2CCC(Oc3ccc(C(=O)N4CCOCC4)cn3)CC2)c1` gave FLuc inh -6%, SNCA expr inh -5%, HEK293 tox 5%, IP6K1 inhibitor 35, HEK293 viab 9%, GPT2 inh inactive and 3T3 cytotox -5%.
For COc1ccccc1NC(=O)Cn1c(=O)n(-c2cccc(C(C)=O)c2)c(=O)c2c3c(sc21)CN(C(C)=O)CC3 the results were SNCA expr inh inconclusive, IP6K1 inhibitor 10 and HEK293 viab 1%.
Screening CCc1ccc(NC(=O)Cn2ccn(-c3ccc(C)c(C)c3)c(=O)c2=O)cc1 returned SNCA expr inh 97%[activator], IP6K1 inhibitor 7 and HEK293 viab 7%.
Screening O=C1NCCCCCCN(C(=O)C2CCC2)[C@H]2C[C@H](c3nc(-c4cccnc4)no3)C[C@@H]12 returned FLuc inh -13%, SNCA expr inh -5%, HEK293 tox 1%, IP6K1 inhibitor 7, HEK293 viab -16%, GPT2 inh 3% and 3T3 cytotox -24%.
`CCN(CC)C(=O)CC[C@H]1CNC(=O)[C@@H]2[C@@H](CCN2Cc2csnn2)N1C` gave FLuc inh 2%[172 µM], SNCA expr inh 0%[87.6 µM], HEK293 tox inactive, IP6K1 inhibitor -4, HEK293 viab -9%[87.6 µM], GPT2 inh -26%[88.5 µM] and 3T3 cytotox inactive.
Cn1cc(C(=O)N2CCC3(CCN(C4CCOCC4)CC3)C(CO)C2)cn1 (stereo unspecified) was read as FLuc inh -20%, SNCA expr inh 11%, HEK293 tox inconclusive, IP6K1 inhibitor -5, HEK293 viab 9%, GPT2 inh 4% and 3T3 cytotox 0%.
For CC(NC(=O)c1ccc2c(c1)N(Cc1ccc(Cl)cc1)C(=O)c1ccccc1S2(=O)=O)c1ccccc1 (stereo unspecified) the results were SNCA expr inh 32%[activator], IP6K1 inhibitor 14 and HEK293 viab 3%.
Screening Cc1ccsc1C(=O)N1CCC(Cc2nc(-c3ccncc3)n[nH]2)CC1 returned SNCA expr inh 25%, HEK293 tox -6%, IP6K1 inhibitor -1, HEK293 viab 8%, GPT2 inh inactive and 3T3 cytotox -13%.
For Fc1ccc(-n2ncc3c(N4CCCCCC4)ncnc32)cc1 the results were SNCA expr inh -73%, IP6K1 inhibitor -2 and HEK293 viab -4%.
For COCCNC(=O)NC[C@H]1O[C@@H]2C[C@@H](CC(=O)NCc3nccn3C)O[C@@H]2[C@@H]1O the results were FLuc inh -2%[172 µM], SNCA expr inh 1%[87.6 µM], HEK293 tox 2%[172 µM], IP6K1 inhibitor -10, HEK293 viab -2%[87.6 µM], GPT2 inh inactive and 3T3 cytotox 3%[174 µM].
Cc1ccccc1OCc1nnc(SCc2cc(=O)c3ccccc3[nH]2)n1C was read as SNCA expr inh inconclusive, IP6K1 inhibitor -1 and HEK293 viab 11%.
CN(C)CCNC(=O)C[C@@H]1c2nc(NC(=O)c3ccco3)sc2C[C@@H]2[C@](C)(CO)[C@H](O)CC[C@]21C was read as FLuc inh -3%, SNCA expr inh 11%, HEK293 tox 2%, IP6K1 inhibitor -7, HEK293 viab -3%, GPT2 inh inactive and 3T3 cytotox inconclusive.
For COc1ccc(CCNC(=O)c2c(C)noc2-c2cccs2)cc1 the results were FLuc inh 1%, SNCA expr inh 8%, HEK293 tox inconclusive, IP6K1 inhibitor 10, HEK293 viab -5%, GPT2 inh -2% and 3T3 cytotox -22%.
For O=C(C1CCCC1)N1CCC2(CC1)CC(c1cccnc1)=NO2 the results were SNCA expr inh -15%, HEK293 tox 0%, IP6K1 inhibitor -15, HEK293 viab -9%, GPT2 inh -6% and 3T3 cytotox -3%.
For COc1ccc(N2CC(C(=O)N3CCC(C(=O)NCc4ccc(F)cc4)C3)NC2=O)cc1 (stereo unspecified) the results were FLuc inh -12%&-1%, SNCA expr inh -20%&-14%, HEK293 tox 0%, IP6K1 inhibitor -1&-5, HEK293 viab -1%&-14%, GPT2 inh inactive and 3T3 cytotox -6%&-2%.
Screening COc1ccc(Cn2c(C(=O)O)c(CNCc3ccc(C)o3)c3ccc(C)cc32)cc1 returned SNCA expr inh -17%, IP6K1 inhibitor -3 and HEK293 viab inconclusive.
CCC(C(=O)N1CCN(c2ccc(OC)cc2)CC1)n1nc(C)n2c(cc3occc32)c1=O (stereo unspecified) was read as SNCA expr inh -10%, IP6K1 inhibitor -16 and HEK293 viab -8%.
`Cc1noc([C@H]2CCN(S(=O)(=O)c3c(C)noc3C)C[C@H]2NC(=O)C2CC2)n1` gave FLuc inh 12%, SNCA expr inh -1%, HEK293 tox 0%, IP6K1 inhibitor -1, HEK293 viab -7%, GPT2 inh inactive and 3T3 cytotox inactive.
For O=C(N[C@H]1CCOC[C@H]1C1CCOCC1)c1cc2ncccn2n1 the results were FLuc inh 1%, SNCA expr inh -3%, HEK293 tox 3%, IP6K1 inhibitor 2, HEK293 viab 8%, GPT2 inh inactive and 3T3 cytotox inactive.
`CC(C)C(=O)N1CCc2[nH]nc(C(=O)NCCCc3ccccc3)c2C1` gave FLuc inh -33%, SNCA expr inh -8%, HEK293 tox inconclusive, IP6K1 inhibitor -10, HEK293 viab -2%, GPT2 inh -2% and 3T3 cytotox inconclusive.
`O=C(c1ccc(C2CCCNC2)cc1)N1CCCN(c2ccc(F)cc2)CC1` (stereo unspecified) gave FLuc inh 5%, SNCA expr inh 8%, HEK293 tox inconclusive, IP6K1 inhibitor 8, HEK293 viab -16%, GPT2 inh 2% and 3T3 cytotox inconclusive.
COCCN1C[C@H]2COc3ccc(C)cc3[C@H]2N(C(=O)CC2CCCC2)CCC1=O was read as HEK293 tox inconclusive, IP6K1 inhibitor 3 and 3T3 cytotox inconclusive.
Screening COC(=O)[C@H](Cc1ccc(OC)cc1)NC(=O)[C@H]1CN(C(=O)c2ccc(N(C)C)cc2)CCN1C(=O)c1cccs1 returned FLuc inh -4%, SNCA expr inh -9%, HEK293 tox inconclusive, IP6K1 inhibitor -1, HEK293 viab -15%, GPT2 inh inactive and 3T3 cytotox inconclusive.
For COc1cccc(CNC2CCCc3nc(-c4cccnc4)ncc32)c1 (stereo unspecified) the results were FLuc inh 1%, SNCA expr inh -6%, HEK293 tox inconclusive, IP6K1 inhibitor -2, HEK293 viab -8%, GPT2 inh -24% and 3T3 cytotox -16%.
CN(Cc1ccccc1)C(=O)c1coc(CN2CCN(c3ccccc3F)CC2)n1 was read as FLuc inh -1%, SNCA expr inh -22%, HEK293 tox inconclusive, IP6K1 inhibitor 11, HEK293 viab -8%, GPT2 inh inactive and 3T3 cytotox -22%.
Screening CN(C)c1ccc(CN2CCC(N3CCCCCC3=O)CC2)cc1 returned FLuc inh 9%[172 µM], SNCA expr inh 2%[87.6 µM], HEK293 tox -22%[172 µM], IP6K1 inhibitor -2, HEK293 viab -17%[87.6 µM], GPT2 inh 4%[88.5 µM] and 3T3 cytotox -7%[138 µM].
For O=C(NCc1cccc(Br)c1)c1cnn(-c2ccc(F)cc2)c1-n1cccc1 the results were SNCA expr inh 3%, IP6K1 inhibitor 7 and HEK293 viab -1%.
CCNC[C@H]1O[C@H](Cc2cc(-c3ccc(F)cc3)on2)CC[C@@H]1O was read as FLuc inh inconclusive, SNCA expr inh 38%[activator][87.6 µM], HEK293 tox inconclusive, IP6K1 inhibitor -5, HEK293 viab -7%[87.6 µM], GPT2 inh -2%[88.5 µM] and 3T3 cytotox inconclusive.
Screening CCOc1ccc(-c2cc3c(=O)n(CCNC(=O)c4ccc(OC)cc4)ccn3n2)cc1 returned FLuc inh -20%, SNCA expr inh 55%[activator], HEK293 tox -1%, IP6K1 inhibitor 2, HEK293 viab -3%, GPT2 inh inactive and 3T3 cytotox -8%.
Screening O=C1CCN(C(=O)C2CCN(C(=O)c3ccoc3)CC2)CCCCCCN1 returned FLuc inh 0%, SNCA expr inh -23%, HEK293 tox -19%, IP6K1 inhibitor 10, HEK293 viab 1%, GPT2 inh 1% and 3T3 cytotox -15%.
For CCc1ccc(C(=O)NC2CCN(c3cnn(CC4CC4)c(=O)c3)CC2)cc1 the results were FLuc inh 1%, SNCA expr inh 38%[activator], HEK293 tox inconclusive, IP6K1 inhibitor 46, HEK293 viab -14%, GPT2 inh -18% and 3T3 cytotox inconclusive.

Two entries picked at random from the list so far:
For CCc1ccc(C(=O)NC2CCN(c3cnn(CC4CC4)c(=O)c3)CC2)cc1 the results were FLuc inh 1%, SNCA expr inh 38%[activator], HEK293 tox inconclusive, IP6K1 inhibitor 46, HEK293 viab -14%, GPT2 inh -18% and 3T3 cytotox inconclusive.
For O=C(N[C@H]1CCOC[C@H]1C1CCOCC1)c1cc2ncccn2n1 the results were FLuc inh 1%, SNCA expr inh -3%, HEK293 tox 3%, IP6K1 inhibitor 2, HEK293 viab 8%, GPT2 inh inactive and 3T3 cytotox inactive.
